# Shn3 inh set2: inhibitors of Schnurri-3 3'UTR reporter in osteoblasts; Clone20 osteoblast Shn3 3'UTR firefly luciferase, 24 h; inhibition, % at 12.5 µM; 360,000 compounds, 0.52% hits; AID 588674;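 active = mean inhibition of at least 75% with every replicate also reaching 75%; inconclusive = mean inhibition at least 75% but some replicate below; inactive = mean inhibition below 75%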;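 note: 0% = median of neutral control wells and 100% = pilot-screen positive control compound; some compounds past the cut are filed as inactive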
# MITF TRPM1 inh: MITF TRPM1 promoter inhibition in SK-MEL-5 cells. AID 488899. SK-MEL-5 TRPM1 promoter luciferase, 24 h. 330,000 compounds, 0.83% hits. inhibition, % at 12.5 µM;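 active = mean inhibition across replicates of 60% or more, whatever share of single replicates reaches that level; inconclusive = some that reach 60%, reason not given; inactive = mean inhibition across replicates below 60%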; note: values of inactives mirror those of a sister screen read the other way
# Vif imaging: HIV Vif inhibition; HEK293T cells, Vif self-association by quenched fluorescence, imaging, 24 h; inhibition, % at 7.49 µM; 340,000 compounds, 0.35% hits; in the data active = inhibition above about 50%, passing the limit was not always enough; inconclusive = no clear call, values can overlap the other calls; inactive = below about 31%; note: some results filed as inactive read as strong as hits
# CaV13 FRET inh: Disruptors of the CACNA1D IQ motif to Ca2+-dependent inactivation inhibitor domain association, primary screening, Förster resonance energy transfer in intact living …; 340,000 compounds, 0.098% hits; inhibition, % at 12.3 µM; AID 743397; HEK cells, CFP/YFP FRET ICDI-IQ, plate reader, 10 min; percent FRET-ratio fall versus neutral wells;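 active = mean replicate inhibition of at least 30% and at least 1% of replicates passing that level; inconclusive = only one of the two criteria is met; inactive = neither criterion is met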;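 note: 0% = median of the neutral control wells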
# KKLEB cytotox: CF airway cell cytotoxicity counter-screen | KKLEB CF airway cells viability, ATPlite luminescence, overnight; active compounds read low; cells stimulated with P. aeruginosa culture filtrate | activity change (cytotoxicity), % at 5 µM | AID 602141 | 360,000 compounds, 0.36% hits;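 active = corrected activity change at or below -50% at 5 µM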
# NR2E3 ag-1: human photoreceptor-specific nuclear receptor agonism. AID 602229. CHO-S Gal4-NCOR/VP16-NR2E3 two-hybrid, luciferase. 360,000 compounds, 0.35% hits. inhibition of corepressor binding, % at 3.98 µM;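 active = inhibition above the mean of all tested compounds plus 3 SD, cut at about 70% in these data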;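 note: 0% = DMSO with NR2E3 transfected cells and 100% = cells lacking NR2E3 construct; higher means lower luciferase signal from less NR2E3 corepressor binding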
# Target sequence (Q9Y5X4 whole entry, looked up, the tested form may be a part): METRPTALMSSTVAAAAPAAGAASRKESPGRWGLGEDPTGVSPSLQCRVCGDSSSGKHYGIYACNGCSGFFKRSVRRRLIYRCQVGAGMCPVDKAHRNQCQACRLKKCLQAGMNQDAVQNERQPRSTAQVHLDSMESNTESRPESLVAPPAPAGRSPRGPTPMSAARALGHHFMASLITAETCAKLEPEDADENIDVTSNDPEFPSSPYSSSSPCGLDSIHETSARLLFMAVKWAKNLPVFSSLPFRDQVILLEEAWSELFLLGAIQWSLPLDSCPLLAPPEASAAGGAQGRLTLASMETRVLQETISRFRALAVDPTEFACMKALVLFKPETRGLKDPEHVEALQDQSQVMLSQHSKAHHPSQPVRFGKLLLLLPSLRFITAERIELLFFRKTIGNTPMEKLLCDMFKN
# NR2E3 ag-2: NR2E3 (human) agonism. GST-NR2E3/biotin-RetCOR TR-FRET, 1536-well. inhibition of corepressor binding, % at 4.78 µM. 320,000 compounds, 0.12% hits. AID 2300;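 active = percent inhibition above the cutoff of mean plus 3 SD of all tested compounds, set per screening campaign, cut at about 20% in these data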;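 note: 0% = DMSO wells and 100% = biotin wells as full block of FRET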
#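 Test system – NR2E3–RetCOR corepressor complex · Quantity – NR2E3 fusion 1.35 nM · Buffer or medium – Tris pH 7.5 · Incubation – Compound–protein incubation for 5 h at 4 °C · Technique – TR-FRET, Eu(K)-anti-GST donor, streptavidin-D2 acceptor, ex 340, em 617/671 nm · Evaluation – percent inhibition of 671/617 nm emission ratio versus biotin and DMSO controls · Plate – 1536-well format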
# Peg3 prom inh: inhibitors of Peg3 promoter; AID 588405; inhibition, % at 20 µM; HeLa PEG-Prom luciferase reporter, luminescence, overnight; 360,000 compounds, 1.7% hits;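 active = inhibition of at least 50% at 20 µM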
# CF NFkB block: inhibitors of cystic fibrosis induced NF-kB | KKLEB NF-kB-GFP reporter, PAF-induced, GFP fluorescence overnight | inhibition, % at 5 µM | 360,000 compounds, 0.86% hits;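 active = at least 50% inhibition at 5 µM, scaled per plate between neutral and stimulator controls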;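 note: PAF is a Pseudomonas aeruginosa culture filtrate used as stimulus; plate controls were PAF-stimulated DMSO wells for no effect and unstimulated DMSO wells for full effect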
# PDI turbidity: inhibitors of human protein disulfide isomerase; PDI insulin aggregation turbidity, A650, 90 min; inhibition, % at 10 µM; 350,000 compounds, 0.052% hits; P07237; AID 588391;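 active = mean inhibition across replicates of 30% or more, whatever share of single replicates reach that level; inconclusive = mean inhibition below 30% while every single replicate reaches 30%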;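 note: absorbance from insulin aggregation driven by PDI reduction with DTT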
# Target sequence (P07237 whole entry, looked up): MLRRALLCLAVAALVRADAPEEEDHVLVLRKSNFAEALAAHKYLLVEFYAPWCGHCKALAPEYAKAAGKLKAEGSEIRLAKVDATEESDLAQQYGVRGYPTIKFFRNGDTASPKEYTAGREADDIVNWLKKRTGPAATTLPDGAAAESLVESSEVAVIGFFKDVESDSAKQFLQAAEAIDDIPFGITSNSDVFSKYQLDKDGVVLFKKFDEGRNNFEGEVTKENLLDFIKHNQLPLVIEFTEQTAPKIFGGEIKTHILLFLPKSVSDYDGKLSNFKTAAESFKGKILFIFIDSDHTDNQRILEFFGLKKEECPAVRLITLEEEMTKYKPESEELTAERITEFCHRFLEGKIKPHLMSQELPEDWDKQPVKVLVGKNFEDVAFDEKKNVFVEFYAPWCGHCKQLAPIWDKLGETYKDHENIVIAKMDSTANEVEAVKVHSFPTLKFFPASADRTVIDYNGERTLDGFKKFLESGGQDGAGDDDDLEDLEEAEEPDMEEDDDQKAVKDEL
# HIF-2a block: inhibitors of HIF-2a; 360,000 compounds, 0.72% hits; 786-0 RCC cells HIF-2a reporter, luciferase luminescence, overnight; inhibition, % at 18.8 µM; AID 624352;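 active = inhibition of the luminescence signal of 40% or more relative to plate controls, in a single-dose primary screen at 18.75 µM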
# Active calls of the source: *; ? = inconclusive; · = no result given.
cpd	mol	Shn3 inh set2	MITF TRPM1 inh	Vif imaging	CaV13 FRET inh	KKLEB cytotox	NR2E3 ag-1	NR2E3 ag-2	Peg3 prom inh	CF NFkB block	PDI turbidity	HIF-2a block
1	CCOC(=O)c1sc(NC(=O)C2CC(=O)N(c3ccc(OC)cc3)C2)nc1C (configuration not stated)	0	1	-5	-7	-12	-1	0	2	3	6	13
2	COCCCNc1nc2ccccc2[nH]c1=O	-2	4	7	-6	2	-1	1	-8	-9	7	-1
3	COC(=O)c1c(-c2cccc(OC)c2)csc1N	16	·	-1	0	-5	-5	4	10	1	·	6
4	C=Cc1ccc(COC(=O)c2cn(CC)c3nc(C)ccc3c2=O)cc1	1	16	0	-5	-26	-17	0	3	21	-2	4
5	COc1cc(CCC(=O)Nc2ccc(S(=O)(=O)NC3=NCCCCC3)cc2)cc(OC)c1OC	12	18	-1	2	0	9	-1	0	-28	1	13
6	NS(=O)(=O)c1ccc(NC(=O)Cc2c(F)cccc2Cl)cc1	-12	3	-3	15	10	7	2	-9	-6	12	14
7	CCCCC(=O)Nc1nc(C)c(-c2csc(Nc3cc(OC)ccc3OC)n2)s1	21	21	-6	-3	-4	14	0	30	35	3	23
8	COc1ccc(CC(=O)Nc2cc(S(=O)(=O)N3CCCCC3)ccc2N2CCN(C)CC2)cc1	-4	10	-5	-5	-1	11	0	-2	0	3	6
9	O=C(Cn1nc(-c2ccccc2)c2ccccc2c1=O)Nc1cccnc1	-10	10	2	-5	2	18	-2	13	-7	4	13
10	CS(=O)(=O)N1CCN(C(=O)c2ccccc2F)CC1	-6	-11	-6	-5	2	-14	0	3	10	-1	10
11	Cc1ccc(OC(=O)c2cccc(S(=O)(=O)N3CCCC3)c2)c(-n2nc3ccccc3n2)c1	-76	-90	-2	-2	-2	-90	1	-273	19	16	-176
12	COc1cccc(Nc2c([N+](=O)[O-])cncc2[N+](=O)[O-])c1	-3	18	2	-21	8	-18	-2	-3	15	0	-2
13	CN(C)CCOc1ccc(Cl)cc1C(C)(C)C	-5	4	-3	3	5	10	5	8	-3	10	16
14	O=C(COc1ccccc1F)OCC(=O)N1CCc2ccccc21	1	10	-4	-6	5	10	·	-2	10	-1	0
15	N#Cc1cccc(NC(=O)c2ccc(S(=O)(=O)N3CCOCC3)cc2)c1	1	-2	-11	-6	2	-2	0	0	30	6	-1
16	Oc1ccc(CCc2n[nH]c(=S)n2-c2ccc(F)cc2)cc1	17	-16	5	-13	-9	-16	-1	15	7	13	19
17	COc1ccccc1CNC(=O)CN1CCN(Cc2ccc(Cl)cc2)C1=O	8	8	-8	-7	-10	11	5	10	-31	-6	4
18	COc1cc(C2C(C#N)=C(N)Oc3n[nH]c(-c4cccnc4)c32)cc(Br)c1O (configuration not stated)	-8	7	-2	-2	0	11	-1	9	-3	0	15
19	CN(C(=O)c1ccc(NC(=O)C2CCN(C(=O)OC(C)(C)C)CC2)cc1)C1CC1	27	7	2	-3	19	-4	·	-4	-6	5	10
20	COC(=O)c1ccc(NS(=O)(=O)c2cccc3cccnc23)cc1	4	11	1	-6	9	-7	-1	23	3	-4	13
21	CCOc1cccc2cc(C(C)=O)oc12	-8	-1	2	-5	10	-23	1	2	-25	1	10
22	Clc1ccc(-c2nnc3n2CCCCS3)cc1	-12	11	2	-6	-3	-16	-1	-2	-4	4	10
23	COc1ccc(/C=N/NC(=O)Cn2ccnc2C)cc1OC	-9	-6	1	-3	10	4	-3	0	-4	1	17
24	CC[C@H](C)[C@H](NC(=O)CNC(=O)COc1cc2c(c3oc(=O)cc(C)c13)CCC(C)(C)O2)C(=O)O	7	0	6	-3	-4	-10	1	2	15	-2	26
25	COC(=O)Cn1ccnc1[N+](=O)[O-]	-2	·	-7	-6	2	-2	·	-8	2	-3	13
26	CC(=O)NCCn1c(SCC#N)nc2ccccc2c1=O	0	1	4	-5	4	0	1	1	3	4	25
27	Nc1nc(-c2ccc(Br)cc2)c(S(=O)(=O)c2ccccc2)s1	13	-11	7	-4	9	-10	-5	12	-6	-1	30
28	COC(=O)/C=c1/s/c(=C(\C#N)C(=O)NCc2ccco2)n(-c2ccc(C)cc2)c1=O	12	11	4	-1	0	12	1	3	-10	-3	7
29	O=C(NCC1CCCO1)c1cc(-c2ccccc2F)no1 (configuration not stated)	-122	-27	-4	-2	4	-57	1	-113	-21	-1	-270
30	CC(=O)NCc1c(Cl)cccc1-n1cccc1	17	11	-10	-5	0	-6	1	7	15	8	5
31	COc1ccc(CNC(=O)c2noc(C(C)C)c2[N+](=O)[O-])cc1	18	-7	-4	-4	12	18	-3	0	-6	2	3
32	O=C(Nc1ccc(F)cc1)Nc1cc(S(=O)(=O)N2CCOCC2)ccc1N1CCCC1	-6	4	5	-7	11	-8	-5	19	3	4	10
33	O=C(OCc1ccccc1)N1CCC2CC1c1c(-c3ccc(C(F)(F)F)cc3)cccc12 (configuration not stated)	8	2	-7	-6	-5	-4	·	-2	18	3	-7
34	COc1ccc(C(c2nnnn2C(C)(C)C)N2CCN(C(=O)c3ccco3)CC2)cc1 (configuration not stated)	5	·	-13	-3	13	-10	3	1	1	-3	16
35	COc1cc(CNCCN2CCOCC2)ccc1OCc1ccc(Cl)cc1Cl	3	-1	18	-5	-4	21	3	57*	12	2	7
36	COc1ccc(C(=O)COC(=O)C(CCCCN2C(=O)C3C4C=CC(C4)C3C2=O)N2C(=O)C3C4C=CC(C4)C3C2=O)cc1 (configuration not stated)	-21	6	-6	-5	4	-26	0	10	8	4	-19
37	S=C(NCc1ccccc1)NNc1ccccc1	9	10	-3	8	8	-10	2	9	-13	-1	9
38	COc1ccc(NC(=O)C(c2ccccn2)N(C(C)=O)c2ccc(C)cc2)cc1 (configuration not stated)	-5	11	-5	-3	2	-8	-1	-11	7	3	-77
39	CCc1noc(C)c1C(=O)N1CCN(S(=O)(=O)c2cccs2)CC1	3	2	-8	-6	5	-4	0	0	9	0	2
40	CC1(C)CC(=O)C=C(c2cccnc2)C1	12	-8	25	-5	8	-6	3	0	-30	0	1
41	C#CCOCCOCCOCCNc1nc(N2CCN(C(=O)Cn3cc(CC(C)O)nn3)CC2)nc(N2CCN(C(=O)[C@H](CCCCN)n3cc(CC(C)O)nn3)CC2)n1 (some centres not stated)	-10	-2	-4	-9	-2	-12	·	-9	10	3	2
42	Cc1c2cnn(CC(=O)NCc3ccccn3)c(=O)c2c(C)n1Cc1ccc(Cl)cc1	4	4	2	-3	-3	15	6	-5	12	-8	4
43	O=S1(=O)CCN2N=C(C34CC5CC(CC(C5)C3)C4)SC2=N1	-1	-4	9	-7	18	-38	5	-7	-16	5	-15
44	O=C(Nc1nccs1)c1cc(S(=O)(=O)N2CCOCC2)c(Cl)cc1Cl	3	-4	2	-6	-5	4	2	-9	2	0	-10
45	CCc1noc(C)c1C(=O)Nc1ccc(S(=O)(=O)N2CCCC(C)C2)cc1 (configuration not stated)	18	3	3	-6	-9	-1	-4	17	2	-4	10
46	CC12CCC(=O)N1C(C(=O)OCc1c(Cl)cccc1Cl)CS2 (configuration not stated)	1	10	-7	-5	6	-21	1	0	-13	-8	-7
47	CN(Cc1ccccc1)C(=O)c1nc2ccccn2c1CNCCn1cccn1	7	11	9	-5	14	-6	0	14	3	18	16
48	CC(=O)c1ccc2c(c1)C1C=CCC1C(c1ccncc1)N2 (configuration not stated)	-67	-31	11	·	-6	-32	0	-114	18	-10	-120
49	Cc1cc(C=O)c(O)cc1O	-1	0	3	-5	0	4	2	-5	12	-1	8
50	Cc1ccc(C(=O)Nc2ccc(C(=O)/C=C/c3cccs3)cc2)cc1	-56	-33	-2	-5	4	-94	0	-173	3	-6	-245
51	CCOC(=O)N1CCC(NC(=O)CC2C(=O)NCCN2Cc2ccccc2)CC1 (configuration not stated)	-17	-5	·	-6	-6	-9	2	6	7	0	2
52	CCOC(=O)Cn1cc(/C=N/N2C(=O)C3C4C=CC(C4)C3C2=O)c2ccccc21 (configuration not stated)	4	2	-8	-3	8	5	4	-2	17	-3	-1
53	CCOc1cc(C)c(C(C)C)cc1S(=O)(=O)N1CCOCC1	8	-3	·	0	-8	2	3	9	15	-2	7
54	O=C(NCc1ccccc1)C(c1ccc(F)cc1)N(C(=O)c1csnn1)c1ccccc1 (configuration not stated)	-2	3	2	-5	1	21	0	2	-2	-2	7
55	Nc1ccc2c(c1)C(=O)N(CCCC(=O)O)C2=O	-35	-2	6	·	9	-17	1	10	3	0	14
56	O=C(CNC(=O)c1cccs1)OCc1ccc(Br)cc1	-4	-6	-1	-3	-10	-10	-1	-6	6	-3	1

# (more compounds)
cpd	mol	Shn3 inh set2	MITF TRPM1 inh	Vif imaging	CaV13 FRET inh	KKLEB cytotox	NR2E3 ag-1	NR2E3 ag-2	Peg3 prom inh	CF NFkB block	PDI turbidity	HIF-2a block
57	Cc1c(C(=O)NC(C)C)c(-c2ccccc2)nn1-c1ccccc1	-20	-11	0	-5	-3	3	3	-6	11	-10	8
58	CN(C)CCNC(=O)c1ccc2c(c1)N(Cc1ccc(F)cc1)CCS2	-30	·	5	-2	6	-9	5	-5	-9	·	3
59	COc1ccc(NC(=S)NNC(=O)c2nnn(-c3ccccc3)c2C)cc1	-10	-4	3	-5	-8	-24	2	-21	15	-5	-8
60	CN1CCN(CCCNC(=O)C2CCN(c3nnc(-n4cccc4)s3)CC2)CC1	6	-1	3	·	11	-10	5	-1	-11	-3	9
61	CC1=C(C#N)C(=O)NC(=O)/C1=C/c1ccc(-c2ccc(S(N)(=O)=O)cc2)o1	2	5	-2	-5	-10	-23	4	6	2	-1	19
62	Cc1ccccc1C(=O)Nc1ccnn1C1CCN(Cc2cnn(C(C)C)c2)CC1	-7	-8	1	-5	-2	-28	1	16	12	7	4
63	C1=C(c2cc3ccccc3cn2)CCCC1	-130	-96	14	-10	-6	-52	·	-338	-6	7	-253
64	COc1ccc2cc3cc(C(=O)Nc4ccc5c(c4)OCCO5)oc3nc2c1	14	-10	?	-6	-16	-32	-10	-11	21	-4	-22
65	COc1cc(-c2cc(C(=O)Nc3nc4ccccc4s3)c3ccccc3n2)cc(OC)c1OC	17	9	-4	-6	-3	-15	-1	1	-4	-10	-95
66	CN1OCC(S(=O)(=O)c2ccccc2)C1c1ccccc1 (configuration not stated)	10	2	2	-4	-5	26	6	12	1	-1	8
